MEKK3 PB1 HTS: raises or lowers MEK5 binding to the human MEKK3 PB1 domain; Q99759; bead-based flow cytometry, Alexa488-MEK5 binding to MEKK3; actives lie on both sides; 0 = blocked by unlabeled MEK5, 100 = vehicle; binding response (% of control), % at 10 µM; 290,000 compounds, 1.4% hits; AID 1529;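 active = binding response more than 3 SD above or below the average of its plate-row segment, actives on both sides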;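 note: Alexa488 bead fluorescence after subtracting the streptavidin-only scavenger bead signal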
IDE act: activators of human insulin-degrading enzyme in cells | P14735 | HEK cells, FAbeta-B cleavage, fluorescence polarization; 0% vehicle, 100% cell-free pure enzyme wells | activation, % at 5.96 µM | 340,000 compounds, 0.073% hits | AID 493087;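 active = activation above the mean of all tested compounds plus 3 SD, set per screening campaign, cut at about 17% in these data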
Target sequence (P14735 whole entry, looked up): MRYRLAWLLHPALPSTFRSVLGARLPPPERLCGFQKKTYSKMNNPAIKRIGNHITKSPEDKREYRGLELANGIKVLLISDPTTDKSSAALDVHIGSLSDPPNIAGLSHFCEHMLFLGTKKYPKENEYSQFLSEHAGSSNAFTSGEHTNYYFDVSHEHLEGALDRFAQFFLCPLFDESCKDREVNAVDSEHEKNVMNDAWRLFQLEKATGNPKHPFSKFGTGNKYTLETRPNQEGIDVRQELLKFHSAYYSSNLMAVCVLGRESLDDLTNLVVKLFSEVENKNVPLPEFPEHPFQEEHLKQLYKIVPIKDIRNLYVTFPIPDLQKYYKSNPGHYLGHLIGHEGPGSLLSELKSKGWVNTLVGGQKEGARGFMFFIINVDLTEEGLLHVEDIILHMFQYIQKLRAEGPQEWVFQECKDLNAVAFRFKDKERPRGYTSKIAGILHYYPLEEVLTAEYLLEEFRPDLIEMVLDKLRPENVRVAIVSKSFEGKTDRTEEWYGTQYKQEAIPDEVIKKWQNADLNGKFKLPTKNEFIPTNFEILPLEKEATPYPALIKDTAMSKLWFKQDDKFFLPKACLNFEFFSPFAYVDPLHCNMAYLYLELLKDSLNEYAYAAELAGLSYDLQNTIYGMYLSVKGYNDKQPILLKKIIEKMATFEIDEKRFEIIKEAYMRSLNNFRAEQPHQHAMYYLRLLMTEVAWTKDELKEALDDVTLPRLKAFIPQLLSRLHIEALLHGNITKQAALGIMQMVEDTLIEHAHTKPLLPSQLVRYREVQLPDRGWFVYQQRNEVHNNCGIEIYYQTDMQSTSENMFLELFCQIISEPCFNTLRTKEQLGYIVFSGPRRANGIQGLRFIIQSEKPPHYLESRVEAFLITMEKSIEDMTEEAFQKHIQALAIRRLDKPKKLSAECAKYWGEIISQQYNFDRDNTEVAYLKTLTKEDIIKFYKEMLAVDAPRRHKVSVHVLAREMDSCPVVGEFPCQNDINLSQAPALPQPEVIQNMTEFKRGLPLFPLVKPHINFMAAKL
CRFR2-BP antag: antagonists of CRF-binding protein/CRF-R2 receptor complex; HEK293 CRF-R2/CRF-BP, CRF-induced calcium fluorescence; inhibition, % at 11.8 µM; 350,000 compounds, 0.59% hits; AID 588475;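 active = inhibition of the ligand-induced calcium signal above about 50% at the single tested concentration, limit read from the data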
GalR3 antag: blocks the human galanin receptor 3; O60755; HEK293 GalR3-CNG cAMP membrane potential fluorescence; galR3 body fused to GalR1 C-terminus; inhibition, % at 3 µM; 360,000 compounds, 0.44% hits; AID 651719;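 active = inhibition above the screen-wide average plus 3 SD, cut at about 13% in these data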;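 note: forskolin and galanin both at EC90 stimulate the cells; cAMP rise reported by CNG channel membrane potential dye signal; 0% = forskolin plus galanin with DMSO and 100% = forskolin alone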
PHOSPHO1 inh: blocks human PHOSPHO1 phosphatase activity; Q8TCT1; recombinant PHOSPHO1, absorbance phosphatase assay; inhibition, % at 13.3 µM; 290,000 compounds, 1.1% hits; AID 1565; in the data active = inhibition above about 60%
CRFBP-R2 agonist: agonists of human CRF-binding protein/CRF-R2 receptor complex | HEK293 CRF-R2/CRF-BP, calcium dye fluorescence (FLIPR); percent of saturating CRF peptide response | activation, % at 13.2 µM | 350,000 compounds, 0.46% hits | AID 588473;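 active = activation of at least 50%, plus an integration ratio under a set limit after plate pattern correction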;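 note: plate controls were neutral control wells without compound for no effect and CRF at EC100 for full effect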
IDE cell inh: cellular human IDE inhibition; HEK cells, FAbetaB cleavage, fluorescence polarization; inhibition, % at 5.59 µM; 320,000 compounds, 0.41% hits;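 active = percent inhibition above the average of all tested compounds plus 3 SD, set per screening campaign, cut at about 16% in these data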;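 note: IDE supplied by intact live HEK cells; FP after avidin binding of uncleaved biotin substrate so inhibition keeps polarization high; 0% = DMSO wells and 100% = 60 µM reference IDE inhibitor Ii1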
CHRM4 PAM: potentiates acetylcholine response at human M4 receptor; activation, % at 3 µM; AID 624126; 360,000 compounds, 0.4% hits; CHO-K1 hM4/Gqi5, Fluo-8 calcium fluorescence, ACh EC20; 0% = ACh EC20, 100% = maximal ACh; P08173;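 active = activation above its plate's cutoff, the mean activation of sample wells plus 3 SD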; note: some results filed as inactive read as strong as hits
p-CIP stab down: lowers stability of the mouse p/CIP coactivator protein. AID 1984. 290,000 compounds, 0.01% hits. F442A p/CIP-EGFP cells, EGFP fluorescence, 16 h. decrease of EGFP signal, % at 10 µM;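 active = EGFP signal decrease of at least 30% at 10 µM or well 3 SD below plate mean, unless failing retest; inactive = the rest, including hits failing retest or dose response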; note: some compounds called inactive have numbers as strong as hits; many of its hits are not listed in these tables
Starred values were filed as active, the others as inactive; . = no result given.

canonical_smiles,MEKK3 PB1 HTS,IDE act,CRFR2-BP antag,GalR3 antag,PHOSPHO1 inh,CRFBP-R2 agonist,IDE cell inh,CHRM4 PAM,p-CIP stab down
COc1ccc(Nc2nc(C)cc(C)c2C(N)=O)cc1,99.0,3.3,18.3,-0.3,-6.8,-2.8,0.8,13.3,3.4
O=C(NCc1ccc2c(c1)OCO2)C(c1ccco1)N(C(=O)c1csnn1)c1ccccc1 (stereo unspecified),92.0,7.1,-5.7,-3.9,15.8,-1.2,-9.8,-7.1,-7.4
COc1cc(C2/C(=C(\O)c3ccc4c(c3)CC(C)O4)C(=O)C(=O)N2CCCn2ccnc2)ccc1O (stereo unspecified),106.0,2.3,5.3,2.0,18.4,1.5,-0.8,0.1,-0.2
COc1ccc(NC(=O)CNC(c2ccccc2)c2ccccc2)cc1Cl,96.0,2.6,19.0,-10.0,44.9,0.0,0.8,-2.9,4.9
COc1ccc(-c2csc(NC(=S)NC(=O)c3ccc(S(=O)(=O)N(C)C)cc3)n2)cc1OC,97.0,-0.1,4.7,4.7,19.2,0.0,3.1,-2.4,-6.2
Cc1cc(C)cc(Oc2coc3cc(OC(=O)c4cccnc4)ccc3c2=O)c1,104.0,-3.0,21.0,-2.9,-16.9,-1.0,5.2,2.8,8.6
O=C(COC(=O)CCC(=O)c1ccc(F)cc1)Nc1cccc(S(=O)(=O)N2CCOCC2)c1,107.0,2.1,20.0,-6.9,12.7,-0.4,3.4,2.0,-0.6
CN(C)NC(=S)Nc1cccc(Cl)c1,101.0,2.6,-8.2,-7.1,-5.9,-1.3,-0.8,-17.6,2.8
O=C(NCCc1ccccc1)/C(=C\c1ccc([N+](=O)[O-])cc1)NC(=O)c1ccc(Br)cc1,103.0,7.6,4.7,-3.8,-0.2,-0.6,-0.4,12.3,13.1
CCN(Cc1ccccc1)S(=O)(=O)c1cc(C(=O)O)ccc1OC,109.0,3.0,-0.8,-7.6,3.5,-1.1,5.2,2.3,16.1
Cc1ccc(S(=O)(=O)NCC(=O)N(CC2CCCO2)C(C(=O)NCC2CCCO2)C(C)C)cc1 (stereo unspecified),101.0,-1.2,5.2,-4.6,10.2,0.2,3.5,4.7,6.1
O=C(NN1C(=O)c2ccccc2NC1c1ccccc1OCc1ccccc1)c1ccncc1 (stereo unspecified),98.0,4.0,10.3,2.4,21.0,-1.2,0.8,17.6,-3.4
O=C(COc1ccccc1[N+](=O)[O-])N(Cc1ccco1)C1CCS(=O)(=O)C1 (stereo unspecified),102.0,3.9,6.9,-0.1,36.8,-3.6,0.8,-2.1,-7.5
Cc1ccc(-c2nnn(CC(=O)N(CC(=O)NC3CCCCC3)c3ccccc3F)n2)o1,95.0,-3.2,0.1,-10.2,26.6,0.7,.,1.1,-12.2
CCN(CC(=O)NCc1cccs1)C(=O)C1CC(=O)N(c2ccc(OC)cc2OC)C1 (stereo unspecified),.,4.5,15.6,-4.6,.,0.1,-4.2,-1.4,.

Among those listed so far, 2 have a nitro group on carbon.
canonical_smiles,MEKK3 PB1 HTS,IDE act,CRFR2-BP antag,GalR3 antag,PHOSPHO1 inh,CRFBP-R2 agonist,IDE cell inh,CHRM4 PAM,p-CIP stab down
O=C(NCCc1ccccc1)/C(=C\c1ccc([N+](=O)[O-])cc1)NC(=O)c1ccc(Br)cc1,103.0,7.6,4.7,-3.8,-0.2,-0.6,-0.4,12.3,13.1
O=C(COc1ccccc1[N+](=O)[O-])N(Cc1ccco1)C1CCS(=O)(=O)C1 (stereo unspecified),102.0,3.9,6.9,-0.1,36.8,-3.6,0.8,-2.1,-7.5

Following part.
canonical_smiles,MEKK3 PB1 HTS,IDE act,CRFR2-BP antag,GalR3 antag,PHOSPHO1 inh,CRFBP-R2 agonist,IDE cell inh,CHRM4 PAM,p-CIP stab down
CCSC1=C(C#N)C(c2cccc(OC)c2)CC(=O)N1 (stereo unspecified),99.0,0.0,-9.8,2.0,-4.0,-1.9,2.0,-1.0,-6.0
COC(=O)c1ccc(NC(=O)c2sc3nc(-c4ccccc4)cn3c2C)cc1,.,-13.0,-30.3,-4.0,46.3,2.2,9.2,-3.2,1.3
Cc1cc(C)cc(NC(=O)CSc2nnc(-c3ccc(S(=O)(=O)N4CCCC4)cc3)o2)c1,100.0,6.2,2.7,-4.9,-22.6,0.0,-2.7,-12.8,-13.1
CC(C)C(=O)Nc1cccc(-c2csc(-c3ccccc3)n2)c1,139.0*,-2.4,2.1,-3.4,-6.2,0.2,7.0,1.0,0.0
CC(=O)c1ccc(Nc2nc3ccccc3nc2NS(=O)(=O)c2cccs2)cc1,90.0,0.4,29.4,-0.8,14.4,7.3,-4.4,-2.6,-16.7
Cc1cc(C)c(C(N)=O)c(SCC(=O)c2cc(C)n(-c3cc(C)on3)c2C)n1,.,4.5,19.1,-1.5,.,-1.8,2.9,1.2,.
CC[n+]1c(/C=C/N(C)c2ccccc2)n(-c2ccccc2)c2ccc(-c3nc4ccccc4s3)cc21,112.0,-29.1,-7.2,.,-154.8,2.8,56.7*,-15.8,-14.6
CC(=O)OCC(=O)C1(O)CCC2C3CCC4=CC(=O)C=CC4(C)C3C(O)CC21C (stereo unspecified),104.0,.,-9.1,2.4,3.8,-0.8,1.5,0.8,-18.8
COc1ccc(O)c(/C=N/Nc2nc(Nc3ccccc3)nc(-n3nc(C)cc3C)n2)c1,106.0,11.7,3.7,-4.1,2.2,2.5,-2.4,-0.6,-3.1
CCOC(=O)N1CCN(C(=O)c2cn(CC)c3ccc(S(=O)(=O)N4CCCC4)cc3c2=O)CC1,97.0,2.4,2.0,-3.0,-69.6,-1.5,4.5,4.9,3.0
Cc1ccc(-c2nc(CS(=O)(=O)CC(=O)N3CCCCCC3)c(C)o2)cc1,112.0,5.0,-7.2,.,-6.0,-6.9,-0.7,9.0,-9.5
COc1ccc(NC(=O)CCCNC(=O)Cn2cnc3sc4c(c3c2=O)CCCC4)cc1OC,104.0,3.1,-26.6,-7.4,32.0,1.3,0.8,2.8,-3.9
Cc1cc(C)c(C(=O)Nc2ccc(S(=O)(=O)Nc3onc(C)c3C)cc2)c(C)c1,97.0,2.4,12.7,0.1,-6.0,-0.1,7.2,12.1,-7.3
O=C(COC(=O)/C=C/c1ccc2c(c1)OCO2)Nc1ccccc1,105.0,2.3,4.8,-7.8,28.0,-0.8,0.9,-5.6,5.5
CCOc1cc(/C=N/NC(=O)C(=O)NC)cc(Br)c1O,99.0,2.9,-15.9,4.9,-14.7,2.6,7.3,7.0,-25.4

The list goes on.
canonical_smiles,MEKK3 PB1 HTS,IDE act,CRFR2-BP antag,GalR3 antag,PHOSPHO1 inh,CRFBP-R2 agonist,IDE cell inh,CHRM4 PAM,p-CIP stab down
CC1CC(C)CN(C(=O)c2cn(C)c3ccc(S(=O)(=O)N(C)C)cc3c2=O)C1 (stereo unspecified),100.0,-0.4,5.4,-2.4,-4.5,2.3,0.0,2.5,-11.0
COc1ccc(NC(=O)c2c(Cl)nc3ccccn23)cc1,102.0,3.0,40.5,-5.0,12.7,-0.3,-1.8,-0.6,-7.6
Cc1cc(N(CN2CCCC2=O)C(=O)c2ccccc2)no1,101.0,0.4,-0.7,-2.3,2.3,-1.8,-3.6,8.9,-1.6
COc1cc(CN2CCN(CC#Cc3ccccc3)CC2CCO)cc(OC)c1 (stereo unspecified),98.0,3.2,0.1,0.1,.,-1.8,.,3.5,19.2
CCNC(=O)CCn1nc(-c2ccc(C)cc2)c2ccccc2c1=O,107.0,2.7,-4.9,-11.2,-1.4,0.3,3.8,1.4,-7.4
Cc1cccc(NC(=O)C(C)N2C(=O)C3C4CC(C(Br)C4Br)C3C2=O)c1 (stereo unspecified),95.0,3.7,-141.2,-7.8,6.1,73.2*,-0.2,-6.4,-2.1
S=C(NCc1cccc(Cl)c1)NC1CCCCC1,99.0,3.1,18.4,-3.6,-2.7,-2.1,-0.1,-4.0,-6.2
Cn1c(=O)n(C)c2cc(S(=O)(=O)Nc3ccc(F)cc3)ccc21,107.0,4.6,-20.0,-3.6,23.5,2.4,0.7,-5.8,-14.1
CC(C)c1nc2c(s1)CCc1onc(-c3cccc([N+](=O)[O-])c3)c1-2,.,3.3,3.2,-5.2,.,-0.3,0.4,0.3,.
CCOC(=O)CC1C(=O)NCCN1c1nc2c(C)cccn2c(=O)c1/C=C1\SC(=S)N(C(C)CC)C1=O (stereo unspecified),93.0,.,-124.5,.,28.1,176.6*,113.9*,.,-639.7
Cc1c(NC(=O)c2ccc(N(C)S(=O)(=O)c3ccccc3)cc2)c(=O)n(-c2ccccc2)n1C,99.0,5.5,4.9,-0.9,-9.7,2.2,6.9,4.0,-12.0
CN(Cc1ccccc1)C(=O)c1cccnc1,107.0,4.2,1.1,-2.8,19.2,0.8,-4.6,-6.7,-9.3
O=[N+]([O-])c1ccc2nc(SCc3cn4cc(Cl)ccc4n3)[nH]c2c1,98.0,-6.2,30.3,-11.1,-26.1,-2.1,4.3,-10.5,-8.7
COC(=O)C(CCSC)NC(=O)Cn1ncc2c(=O)oc3ccccc3c21 (stereo unspecified),97.0,-2.7,-26.8,.,-13.2,6.0,1.5,-5.2,-12.4
COc1ccccc1Nc1cc(C)nc2c(C)cccc12,.,.,5.0,-3.3,.,0.7,.,2.6,.

Remaining list, next part:
canonical_smiles,MEKK3 PB1 HTS,IDE act,CRFR2-BP antag,GalR3 antag,PHOSPHO1 inh,CRFBP-R2 agonist,IDE cell inh,CHRM4 PAM,p-CIP stab down
O=C(NCc1ccccc1)C1=C[C@H](c2ccc(Br)cc2)C[C@H](OCc2ccc(CO)cc2)O1,81.0,-2.4,7.1,-6.8,13.5,4.2,-3.9,-9.4,-5.4
NC(=O)c1ccc(SCC(=O)NC2CCCCC2)c([N+](=O)[O-])c1,91.0,3.0,-2.0,6.0,-7.3,-4.1,1.1,-4.8,-3.4
COc1ccc(C(=O)NCCN2CCOCC2)cc1[N+](=O)[O-],102.0,0.6,10.1,-5.1,8.3,0.3,0.7,4.5,2.6
CCCOC(=O)/C(C(N)=NCc1ccccc1)=C(\O)OCCC,73.0,2.4,-8.8,-2.9,39.3,0.7,0.0,9.0,-10.7
COc1ccc(C2/C(=C(/O)c3ccc(Br)cc3)C(=O)C(=O)N2C)cc1 (stereo unspecified),104.0,4.1,11.0,-8.1,50.6,0.2,-10.6,0.5,2.4
C#CCNC(=O)C1=C[C@H](C2CCCCC2)C[C@H](OCCCCO)O1,94.0,3.9,-5.0,-9.2,9.3,-0.9,-0.6,6.3,-11.4
Cc1nc(NC2=NCN(Cc3cccnc3)CN2)nc2ccccc12,.,0.2,-0.3,0.0,-11.0,-0.3,.,-4.8,-5.5
COc1ccc(NC(=O)CN2CCN(Cc3ccc4c(c3)OCO4)CC2)cc1OC,100.0,2.7,6.2,-1.7,13.1,-1.8,2.2,-2.4,-22.8
CCN1CCN(C(=O)C2(NC(=O)Nc3cccc(F)c3)CCCCC2)CC1,101.0,4.9,-4.8,-3.4,-4.4,-1.6,-10.4,17.8,2.0
CCOC(=O)c1c(C)sc2c1N(C(=O)CN1CCOCC1)c1cc(Cl)ccc1S2,106.0,1.3,-4.0,-2.0,-9.2,-1.7,4.1,15.5,-5.6
C[C@H](CO)N1C[C@H](C)[C@@H](CN(C)Cc2ccncc2)Oc2c(NC(=O)Cc3ccccc3)cccc2C1=O,.,0.9,6.1,-4.5,.,-1.5,-2.9,10.6,.
CN(C)c1ccc(/C=N/NC(=O)C(O)(c2ccccc2)c2ccccc2)o1,104.0,1.9,21.0,-7.7,24.6,1.0,-0.2,4.7,-1.3
CC(=O)c1ccc(NC(=O)CSc2nnc(Cn3cnc4ccccc43)o2)cc1,104.0,-2.4,3.9,-4.3,47.7,-0.2,1.6,0.8,-6.9
Cc1cc(C)c([N+](=O)[O-])cc1-c1ccc(/C=N/NC(=O)c2nonc2N)o1,101.0,0.8,1.4,2.3,25.7,0.3,3.1,-1.7,-6.8
